# Screens: PubChem, The Scripps Research Institute Molecular Screening Center
# TTR transcr act – TTR transcription activators in neuroblastoma reporter cells, primary screen, cell-based, luminescence, SH-SY5Y, TTR promoter Gaussia luciferase; 100% = recombinant luciferase protein wells; activation, % at 16.7 µM; 92,000 compounds, 1.3% hits;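 active means activation above the mean of all tested compounds plus 3 SD, cut at about 9.5% in these data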;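 further: cells exposed to compounds for one day before reading; 0% = median of all test compound wells on the plate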
# The depositor's hits bear a star. An excerpt. The share of hits here may be higher or lower than overall.
SMILES,TTR transcr act
CN(Cc1ccccc1)C(=O)CN1C(=O)NC(C)(c2ccc(Cl)cc2)C1=O (stereo not drawn),-1.9
CCCCCCN1C[C@H](n2cc(-c3ccc(F)cc3)nn2)[C@@H](O)C[C@@H]1c1ccc(C)cc1,-1.3
CCC(=O)NC(=S)Nc1cccc(C(C)=O)c1,7.8
CC(Oc1ccc(Cl)cc1Cl)C(=O)Nc1ccncc1 (stereo not drawn),-3.2
COc1ccc(C(=O)NCCc2nnc3ccc(SCC(=O)NCCc4ccc(OC)c(OC)c4)nn23)cc1,4.0
Cc1ccccc1CS(=O)(=O)CC1(O)CCN(C(=O)c2cccc(C(F)(F)F)c2)CC1,1.6
CCOc1cccc(/C=N/NC(=O)c2cc(-c3cccn3C)n[nH]2)c1O,-0.2
CC(C#N)(CCc1ccccn1)CCc1ccccn1,-0.9
COC(=O)[C@@]1(Cc2ccc(F)cc2)[C@H]2c3cc(C(=O)N(C)C)n(Cc4cc(F)cc5c4OCOC5)c3C[C@H]2CN1C(=O)c1ccccc1,-0.2
CC(C)CN(CC(C)C)S(=O)(=O)N1CCC(C(=O)NCc2cccnc2)CC1,-0.6
COc1cccc(CNc2ccc(S(=O)(=O)Nc3nccs3)cc2)c1O,1.2
COCCCN(C(=O)Nc1ccc(C)c(C)c1)C(C)c1ccccn1 (stereo not drawn),-1.9
CN(CCc1ccccn1)C(=O)CCC1CCCN(C(=O)CCOc2ccccc2)C1 (stereo not drawn),2.2
NNC(=O)c1cc(-c2ccccc2)sc1N,0.0
O=C(c1ccc(F)cc1)N1CCC(N2CCCCCC2)CC1,-0.9
Cn1cccc1CNC1CCCCC1,0.1
O=C(N/N=C/c1ccc(Br)s1)c1ccc([N+](=O)[O-])cc1,-0.2
COC(=O)c1sccc1OC(C)C(C)=O (stereo not drawn),-1.1
Cc1nc(-c2cccc(NC(=O)c3ccc(Br)o3)c2)cs1,-0.9
COc1ccc(CCn2nnnc2C(c2ccc(Cl)cc2)N2CCN(C)CC2)cc1OC (stereo not drawn),0.9
Cc1ccc(NC(=S)NCc2ccc(Cl)cc2)c(C)c1,-2.9
Cc1cccc(OCC(=O)N2CCN(C(=O)Cc3ccccc3)CC2)c1,-3.1
Cc1ccc(S(=O)(=O)Nc2c(O)c3ccccc3oc2=O)cc1,-1.2
C=CCOc1ccc(/C=C2\SC(=S)N(CCC(=O)O)C2=O)cc1,0.4
COCOCCn1cc(CN2CCS(=O)(=O)N(Cc3ccc(-c4ccc(OC)c(OC)c4)cc3)C(CC(C)C)C2=O)nn1 (stereo not drawn),-2.0
COc1ccc2sc(NC(=O)NC(=O)c3c(Cl)cccc3Cl)nc2c1,0.9
CCCc1cc(=O)[nH]c(SCC(=O)Nc2ccc(N3CCCCC3)cc2)n1,-1.6
Nc1nc2nc(-c3ccccc3)cc(=O)n2[nH]1,-0.1
CCN(c1ccccc1)S(=O)(=O)c1cc(C(=O)OCC(=O)c2c(N)n(C)c(=O)n(C)c2=O)ccc1C,-1.1
Cc1cc(C(=O)NNC(=O)c2ccc(Cl)c(S(N)(=O)=O)c2)c(C)o1,-2.2
CCCc1nn(-c2cc(Cl)ccc2OC)c2c1C(=O)CCC2,-1.4
NC(N)=NN=C1CCCCCCCCCCC1,-0.4
O=C(c1cc(C2CCCCN2S(=O)(=O)c2ccc(F)cc2F)on1)N1CCOCC1 (stereo not drawn),1.6
CCCCN(Cc1ccccc1)S(=O)(=O)c1ccc2c(c1)n(C)c(=O)c(=O)n2C,1.7
COCCn1nnnc1CN1CCC(NC(=O)Nc2cccc(OC)c2)CC1,-3.3
CCOC(=O)CSC1=C(C#N)C(c2sccc2C)CC(=O)N1 (stereo not drawn),-2.2
COc1ccccc1NC(=O)CSc1nc(N)cc(N)n1,0.7
CCC1(C2=CCCCC2)C(=O)NC(=S)N=C1N (stereo not drawn),-1.6
Cc1ccc(NNC(=O)c2cccs2)cc1Cl,-2.5
Cc1ccccc1NC(=O)c1c(C)cc(=O)oc1C,2.2
CC(NC(=O)CN(Cc1ccccc1)S(=O)(=O)c1ccccc1)c1cccnc1 (stereo not drawn),0.8
CC1(C(=O)Nc2ccc3ccccc3c2)CC1(Br)Br (stereo not drawn),-0.6
CC(C)(C)c1ccccc1OCCCCN1CCCC1,-0.5
CC1CCN(C(=O)CNC(=O)Cc2ccccc2)CC1,3.1
CCOC(=O)c1ccccc1NC(=O)COC(=O)CCC1CCCC1,1.4
CC(C)NC(=O)N(C)C[C@@H]1Oc2c(NC(=O)Nc3ccccc3)cccc2C(=O)N([C@H](C)CO)C[C@H]1C,-2.5
O=C(Oc1c(-c2ccccc2)c(=O)n2c3c(cccc13)CC2)c1ccc(F)cc1,-1.4
NC(=O)[C@@H]1CCCCNc2c(F)cc([N+](=O)[O-])cc2C(=O)N[C@@H](CCCN=C(N)N)C(=O)NCC(=O)N1,0.8
CC(C)(C)C(=O)n1nc(-c2ccccc2)oc1=O,-1.6
COc1ccc(N2CC(=O)N(c3ccc(OC)c(OC)c3)CC2=O)cc1OC,0.0
Cc1cccc(OCC(=O)NCc2ccncc2)c1C,6.3
CCN1C(=O)CC(N2CCN(c3cccc(OC)c3)CC2)C1=O (stereo not drawn),0.2
O=C(C/C=N/OCc1c(Cl)cccc1Cl)c1ccc(Cl)cc1,-1.0
CC(=O)N1CCc2c(sc(NC(=O)C3CC3)c2-c2nc3ccccc3s2)C1,0.1
COC(=O)[C@H](Cc1ccccc1)NS(=O)(=O)c1ccc(F)cc1Br,0.1
c1ccc2c(c1)Nc1ccncc1S2,3.5
Cc1ccc(N2CCN(/N=C/c3ccccc3[N+](=O)[O-])CC2)cc1,0.1
O=C(N[C@@H](Cc1ccccc1)c1nc2ccccc2[nH]1)c1ccc([N+](=O)[O-])cc1,0.3
CCc1ccc(C(C)NC(=O)/C=C/c2ccc(Br)cc2)cc1 (stereo not drawn),-0.8
COc1ccc(C(=O)Nc2ccc(C)cn2)c(OC)c1,-2.6

# Arranged by length of the SMILES (lowest first): part of the list above.
SMILES,TTR transcr act
CC1CCN(C(=O)CNC(=O)Cc2ccccc2)CC1,3.1
CCOC(=O)c1ccccc1NC(=O)COC(=O)CCC1CCCC1,1.4
CCc1ccc(C(C)NC(=O)/C=C/c2ccc(Br)cc2)cc1 (stereo not drawn),-0.8
COC(=O)[C@H](Cc1ccccc1)NS(=O)(=O)c1ccc(F)cc1Br,0.1
O=C(N[C@@H](Cc1ccccc1)c1nc2ccccc2[nH]1)c1ccc([N+](=O)[O-])cc1,0.3
CC(C)NC(=O)N(C)C[C@@H]1Oc2c(NC(=O)Nc3ccccc3)cccc2C(=O)N([C@H](C)CO)C[C@H]1C,-2.5

# Later entries:
SMILES,TTR transcr act
c1ccc2c(c1)CCN2CCN1CCc2ccccc21,-2.2
Cc1ccc(C(=O)c2coc3ccc(O)c(CN(C)C)c23)cc1,-0.5
O=C(Nc1cccc(Cl)c1)C1CCCN(S(=O)(=O)c2ccc(F)cc2)C1 (stereo not drawn),-1.3
Cc1cccc(C)c1OCC(=O)NCc1nnc(SCC(=O)NC2CCCCC2C)n1C (stereo not drawn),-1.7
COc1cccc(C(O)c2nc(-c3ccc(OC)nc3)cs2)c1 (stereo not drawn),0.5
O=C1CCCN1CCCNc1ncnc2sccc12,-0.1
Cc1ccccc1NS(=O)(=O)c1ccc(OCC(=O)N2CCCC2)cc1,-2.3
COc1ccccc1N1CCN(C(=O)CCc2nnc3ccc(N4CCOCC4)nn23)CC1,-0.9
COc1cccc(C(=O)Nc2cccc(OCC(=O)c3ccccc3)c2)c1,-0.4
CCCCCCCN1N=C(C)C(C(=O)c2ccccc2)C1=O (stereo not drawn),-2.1
C/C(=C\C(=S)Nc1ccccc1)Nc1ccccc1,4.8
CCOC(=O)C1=C[C@@H](C(C)(C)C)N(S(=O)(=O)c2ccc([N+](=O)[O-])cc2)[C@H]1c1ccccc1,-3.2
COc1ccccc1/C=N/NC(=O)CCn1cnc2ccccc21,2.4
CN1CCC(OC(=O)c2cc3cc(Cl)cc(Cl)c3oc2=O)CC1,0.1
COC(=O)c1cccc(CN2C(=O)SC(Nc3ccccc3)C2=O)c1 (stereo not drawn),0.5
COC(=O)c1ccc(OC)c(Cn2c(=O)n(C)c(=O)c3ccccc32)c1,-1.4
O=C(Nc1ccc(OC(F)(F)F)cc1)c1ccc(S(=O)(=O)N2CCOCC2)o1,-1.6
O=C(O)CSc1c(O)c2ccccc2[nH]c1=O,1.9
CC(=O)n1cc(/C=N/NC(=O)c2ccc(Cl)cc2)c2ccccc21,0.2
Cc1ccccc1NC(=O)Cc1nc(COC(=O)c2cccc([N+](=O)[O-])c2)cs1,0.5

# Molecules listed so far containing a furan ring, fused or not (four):
SMILES,TTR transcr act
Cc1nc(-c2cccc(NC(=O)c3ccc(Br)o3)c2)cs1,-0.9
Cc1cc(C(=O)NNC(=O)c2ccc(Cl)c(S(N)(=O)=O)c2)c(C)o1,-2.2
Cc1ccc(C(=O)c2coc3ccc(O)c(CN(C)C)c23)cc1,-0.5
O=C(Nc1ccc(OC(F)(F)F)cc1)c1ccc(S(=O)(=O)N2CCOCC2)o1,-1.6

# (cont.)
SMILES,TTR transcr act
COc1ccccc1NC(=O)c1ccc(NC(=O)CSc2ncccn2)cc1,-1.3
CCc1ccccc1NC(=O)C1CCCN1S(=O)(=O)c1ccc(-c2ccc(=O)[nH]n2)s1 (stereo not drawn),0.9
NC1=NC(=O)/C(=C/c2ccccc2OCC(=O)Nc2ccc(F)cc2)S1,9.9*
COc1ccc(CN2CCN(C(=O)c3ccco3)CC2)c(OC)c1OC,3.6
CN1CCN(CC(=O)N2c3ccccc3C(C)(c3ccc(Cl)cc3)CC2(C)C)CC1 (stereo not drawn),2.4
CCOc1ccc(C(=O)NC(=S)NCc2cccnc2)cc1[N+](=O)[O-],0.4
Cc1ccc(-c2cc(C(=O)N3CCCc4ccccc43)c3ccccc3n2)cc1,-2.0
COCCOc1cc(-n2ccnc2SC)c(Cl)cc1Cl,4.4
CC(=O)Nc1cc2c3ccccc3ccc2c2ccccc12,-6.0
Cc1cc(C(=O)COC(=O)c2ccccc2NCCO)c(C)n1CC1CCCO1 (stereo not drawn),3.0
CCn1c2ccccc2c2nc3cc(C(=O)O)ccc3nc21,-2.6
CCN1C(=O)CC(Sc2ccccc2N)C1=O (stereo not drawn),0.3
CCN(C(=O)CSc1nc2n[nH]c(C)c2c(=N)n1-c1ccc(Cl)c(C)c1)c1cccc(C)c1,-2.5
COc1ccc(C(=O)NC(=S)NCc2ccc(-c3nc4ccccc4o3)cc2)cc1OC,0.3
CN1CCN(c2ccc(S(=O)(=O)N3CCCCC3)cc2NC(=O)c2ccc(C#N)cc2)CC1,2.3
NC(=O)C1CCN(C(=O)CSc2ccsc2[N+](=O)[O-])CC1,-2.2
O=C(CN1C(=O)c2ccccc2C1=O)Nc1nccs1,0.0
O=C(O)c1ccccc1C(=O)c1cccc2c(Br)cccc12,0.0
c1ccc(Sc2ccccc2CN2CCCC2)cc1,-1.2
C/C(N)=C(/C#N)C(=O)CSc1nnc(COc2cc(C)ccc2C)o1,1.0
CCOC(=O)Cn1c(=O)oc2cc(S(=O)(=O)NCCc3ccc(OCC)c(OCC)c3)ccc21,2.9
CC1=C(C(=O)N2CCOCC2)CC(CC(=O)NCc2cccc3ccccc23)C(=O)N1Cc1ccc(C(C)(C)C)cc1 (stereo not drawn),-1.9
CN1CCN(c2ccc(CNC(=O)c3cc4ccccc4o3)cc2)CC1,-1.8
Cc1cc(C)n(-c2nc3ccccc3nc2Nc2ccc3c(c2)OCO3)n1,-0.1
O=C(CCNS(=O)(=O)c1cccs1)N1CCCCCC1,3.2
O=C(NCCN1CCOCC1)c1cccc(S(=O)(=O)N2CCCCC2)c1,5.4
O=C1C2CCCN2C(=S)N1C1CCCCC1 (stereo not drawn),3.8
C/C(=N\NC(=O)C1CC1c1ccccc1)c1cccc([N+](=O)[O-])c1 (stereo not drawn),0.2
CCOc1ccc(-n2c(SCc3cc(=O)oc4cc(C)c(C(C)C)cc34)nnc2-c2cccnc2)cc1,0.2
COc1ccc(Cl)cc1-c1nc(SCC(=O)NC(C)C)n[nH]1,-0.5
CCOCc1nnc(NC(=O)c2cc(Cl)ccc2OC)s1,6.7
C[C@@H]1C(=O)O[C@H]2[C@H]1CC[C@@]1(C)C(=O)C=C[C@@](C)(O)[C@H]21,0.8
Cc1sc2nc(SCC(=O)NCCCO)n(-c3ccccc3)c(=O)c2c1C,1.1
O=CN(CCNc1ccccc1)c1ccccc1,0.4
CSCCC(NC(=O)c1ccccc1Cl)C(=O)N1CCCCC1 (stereo not drawn),2.3
CCOc1cc(C(=O)Nc2cc(C)ccc2OC)ccc1OCC(=O)N1CCCCC1,3.7
Cn1c(=O)c2c(nc(NC3CCCCC3)n2CC(O)COc2ccccc2)n(C)c1=O (stereo not drawn),1.0
C=CCn1c(SCCOc2ccc(OC)cc2)nnc1C(C)NC(=O)c1ccc(OC)cc1 (stereo not drawn),-1.3
Cc1cccc(NC(=O)C2CC(=O)n3cnnc3S2)c1 (stereo not drawn),1.2
OCCNCc1ccc(OC2CCCC2)cc1,5.5

# The final 6 compounds of the part above open the next one.
SMILES,TTR transcr act
CSCCC(NC(=O)c1ccccc1Cl)C(=O)N1CCCCC1 (stereo not drawn),2.3
CCOc1cc(C(=O)Nc2cc(C)ccc2OC)ccc1OCC(=O)N1CCCCC1,3.7
Cn1c(=O)c2c(nc(NC3CCCCC3)n2CC(O)COc2ccccc2)n(C)c1=O (stereo not drawn),1.0
C=CCn1c(SCCOc2ccc(OC)cc2)nnc1C(C)NC(=O)c1ccc(OC)cc1 (stereo not drawn),-1.3
Cc1cccc(NC(=O)C2CC(=O)n3cnnc3S2)c1 (stereo not drawn),1.2
OCCNCc1ccc(OC2CCCC2)cc1,5.5
O=C(NC(=S)Nc1ccccc1N1CCN(C(=O)c2ccccc2)CC1)c1cccs1,-1.3
O=C(O)c1cc(S(=O)(=O)N2CCCCC2)ccc1F,-1.5
O=C(C1CCCN(S(=O)(=O)c2ccc(F)cc2)C1)N(Cc1cccs1)C1CC1 (stereo not drawn),-3.1
Cc1cc(C)c2c(N)c(C(=O)Nc3ccc([N+](=O)[O-])cc3)sc2n1,-1.5
FC(F)(F)c1nc(SCc2ccc(Cl)cc2Cl)n[nH]1,-0.9
CCCc1nc(SCC(=O)Nc2ccc(S(=O)(=O)N(C)C)cc2)c2ccccc2n1,3.1
